p53ts 32C kill: qHTS Screen for Compounds that Selectively Target Cancer Cells with p53 Mutations: Cytotoxicity of p53ts Cells at the Permissive Temperature; hit rate 0.93% among 130,000; Potency, µM (titrated, usually from 46.1 µM), for inactives: top-dose activity change, negative = cytotoxicity, usual class: cytotoxic; H1299-p53A138V at 32C, ATP luminescence viability, 24 h;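 note: 0% = DMSO and -100% = full killing by reference compound; nearly all actives have a fitted effect of over 55% in size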
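H1299-p53 A138V cells (temperature-sensitive p53) exposed 24 h to up to 46 uM compound at 32C, where p53 is wild-type in conformation. Viability read as ATP luminescence and normalised to DMSO and 100 uM tamoxifen. AC50 fitted with the Hill equation.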
Imprint erasure: qHTS Assay for Compounds that Induce Erasure of Genomic Imprints; mouse ES Peg3-LacZ reporter, beta-gal luminescence, 40 h; Potency, µM (highest dose often 60.7 µM), for inactives: at the highest dose activity change, positive = activation, most hits filed as activators; hit rate 0.02% among 110,000; AID 1948, 2009;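 note: 0% = negative control wells on the plate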
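Gelatin-coated wells received 300 freshly trypsinized female ES cells with a Peg3LacZ-Neo reporter on the maternal allele, then incubated 40 hours at 37C. BetaGlo was added for 5 minutes at room temperature before a single luminescence read.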
IkB signaling: IkB Signaling; hit rate 0.04% among 110,000; ABC-DLBCL IkBa-CBG/CBR dual luciferase ratio, 4 h; response scale: scaled: untreated 0%, proteasome inhibitor 100%; Potency, µM (titrated, usually from 57.1 µM), without a hit: top-dose IkBa stabilization activation; active = well fitted curve in the direction sought with a large enough effect in the signal ratio, not every such curve was filed as active; inconclusive = small, poorly fitted or top-dose-only effect, or a change in a side signal; the % refers to the signal ratio;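 note: the direction sought is a rising ratio; 0% = basal untreated cells and 100% = reference inhibitor full response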
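Curves were fitted separately to fusion (green), unfused (red) and ratio luminescence, then classed by r2, magnitude and activity. Cells: OCI-Ly3, 4 h compound plus doxycycline at 37C; 10 uM MG-132 defined full response.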
p53ts 39C tox: qHTS Screen for Compounds that Selectively Target Cancer Cells with p53 Mutations: Cytotoxicity of p53ts Cells at the Nonpermissive Temperature; hit rate 1.5% among 130,000; H1299-p53A138V viability at 39C, ATP luminescence, 24 h; Potency, µM (highest dose often 46.1 µM), inactives show at the top dose activity change, negative = cell killing, actives largely listed as cytotoxic; note: nearly all actives have a fitted effect of over 55% in size
* hit, by the source's call; ? = inconclusive; . = no result given; [ ] = remark or other dose. Unless noted, calls come from the whole dose curve; as a rule, active = well fitted curve in the direction sought with a large enough effect; inconclusive = small, poorly fitted or top-dose-only effect, or another doubt; inactive = no such curve, though single readings can be large; an effect the other way counts as inactive or inconclusive. Unless noted, % is set by controls: 0 for no effect and ±100 for the full control effect; potency is the fitted concentration of half-maximal effect. Compounds were not picked by outcome; about 1.7% have a hit in one of these screens.

#1 COc1ccc(-c2nc(N3CCOCC3)nc3n[nH]c(N)c23)cc1
#2 COc1cc(-c2nnc(SCc3cc(=O)oc4cc(C)ccc34)o2)cc(OC)c1OC
#3 Cc1ccc(C)c(OCCn2cc(C(=O)c3ccco3)c3ccccc32)c1
#4 CCOc1ccccc1C1N(c2ccc(OC)cc2)C(=O)C2CCCN21 (stereo unspecified)
#5 Cc1nc2cc(NCc3nc4ccccc4n3Cc3ccccc3)ccc2n1C
#6 O=C(Nc1ccc(Cl)c(Cl)c1)N1CCSC1c1ccco1 (stereo unspecified)

screen / no.,1,2,3,4,5,6
IkB signaling,?,1.3%,?,-4.3%,.,?
p53ts 32C kill,2%,-5%,15%,5%,4µM*,3%
Imprint erasure,-2%,-10%,11%[10.9 µM],-19%,.,-18%
p53ts 39C tox,-7%,3%,-1%,1%,2µM*,0%

#7 O=C(NCc1ccc(F)cc1)C1CCCN1C(=O)NCc1ccccc1 (stereo unspecified)
#8 COc1cccc(NC(=O)Nc2cccc(-c3cn4cccnc4n3)c2)c1
#9 CN(c1ccccc1)c1ncnc2c1cnn2C
#10 O=C(c1ccc2c(c1)N(Cc1ccccc1F)C(=O)c1ccccc1S2(=O)=O)N1CCCC1
#11 COc1cc(=O)[nH]c(SCc2c(F)c(F)c(F)c(F)c2F)n1
#12 CCN(CCCNC(=O)Cn1ncc2c([nH]c3ccc(C)cc32)c1=O)c1ccccc1

screen / no.,7,8,9,10,11,12
IkB signaling,1.4%,?,-5.3%,?,4.0%,3.1%
p53ts 32C kill,0%,?,19%,2%,-3%,6%
Imprint erasure,-11%,-17%[10.9 µM],-19%[10.9 µM],-7%[10.9 µM],-8%,-4%[10.9 µM]
p53ts 39C tox,-1%,?,-3%,3%,3%,4%

#13 CCOC(=O)C1CCN(C(=O)Nc2ccc3snnc3c2)CC1
#14 Cc1nc2sccn2c(=O)c1S(=O)(=O)N1CCN(c2ccc(F)cc2)CC1
#15 Cc1ccc(Nc2nc(C(N)=O)c(NC(=O)c3ccccc3Br)s2)cc1
#16 CC(C)c1nnc(NC(=O)c2c(O)c3cccc4c3n(c2=O)CC4)s1
#17 Cc1ccccc1OCCCN1C(=O)C(=O)c2cccc(C)c21
#18 CCOC(=O)N1CCN(c2cc(NCCC(=O)O)c3c4c(onc24)-c2ccccc2C3=O)CC1

screen / no.,13,14,15,16,17,18
IkB signaling,-1.2%,-0.6%,-2.0%,?,?,?
p53ts 32C kill,-1%,-11%,-8%,1%,-19%,?
Imprint erasure,-10%,-20%[10.9 µM],?,15%,-29%,-31%[inhibitor]
p53ts 39C tox,13%,-12%,-19%,5%,-19%,-28%

9 of the compounds above, tab-delimited:
nr	SMILES	IkB signaling	p53ts 32C kill	Imprint erasure	p53ts 39C tox
7	O=C(NCc1ccc(F)cc1)C1CCCN1C(=O)NCc1ccccc1 (stereo unspecified)	1.4%	0%	-11%	-1%
8	COc1cccc(NC(=O)Nc2cccc(-c3cn4cccnc4n3)c2)c1	?	?	-17%[10.9 µM]	?
9	CN(c1ccccc1)c1ncnc2c1cnn2C	-5.3%	19%	-19%[10.9 µM]	-3%
10	O=C(c1ccc2c(c1)N(Cc1ccccc1F)C(=O)c1ccccc1S2(=O)=O)N1CCCC1	?	2%	-7%[10.9 µM]	3%
11	COc1cc(=O)[nH]c(SCc2c(F)c(F)c(F)c(F)c2F)n1	4.0%	-3%	-8%	3%
12	CCN(CCCNC(=O)Cn1ncc2c([nH]c3ccc(C)cc32)c1=O)c1ccccc1	3.1%	6%	-4%[10.9 µM]	4%
13	CCOC(=O)C1CCN(C(=O)Nc2ccc3snnc3c2)CC1	-1.2%	-1%	-10%	13%
14	Cc1nc2sccn2c(=O)c1S(=O)(=O)N1CCN(c2ccc(F)cc2)CC1	-0.6%	-11%	-20%[10.9 µM]	-12%
15	Cc1ccc(Nc2nc(C(N)=O)c(NC(=O)c3ccccc3Br)s2)cc1	-2.0%	-8%	?	-19%

Next section.
#19 CCOC(=O)c1c(NC(=O)c2cccs2)sc2c1CCC2
#20 Cc1ccc(CN2CCc3nc(Nc4ccc5c(c4)OCCO5)ncc3C2)cc1
#21 O=C(Cn1c(=O)n(-c2ccccc2)c(=O)c2ccc(C(=O)NCc3ccc4c(c3)OCO4)cc21)Nc1ccc(Br)cc1
#22 COc1ccc(Cl)cc1NC(=O)CSc1nnc(Cn2c(=O)sc3ccccc32)n1C
#23 O=C(CN(C(=O)CCNC(=O)c1ccco1)c1ccccc1)NC1CCCC1
#24 C(=C\c1ccccc1)/C=N/n1cnnc1

screen / no.,19,20,21,22,23,24
IkB signaling,-0.9%,?,-2.5%,3.5%,0.0%,0.3%
p53ts 32C kill,2%,-16%,-1%,1%,-16%,6%
Imprint erasure,-6%,-11%[10.9 µM],12%[10.9 µM],-8%,0%,6%
p53ts 39C tox,8%,-13%,-26%,-3%,3%,1%

Sorted by count of non-hydrogen atoms (smallest number first): part of the list above
#24 C(=C\c1ccccc1)/C=N/n1cnnc1
#19 CCOC(=O)c1c(NC(=O)c2cccs2)sc2c1CCC2
#22 COc1ccc(Cl)cc1NC(=O)CSc1nnc(Cn2c(=O)sc3ccccc32)n1C

screen / no.,24,19,22
IkB signaling,0.3%,-0.9%,3.5%
p53ts 32C kill,6%,2%,1%
Imprint erasure,6%,-6%,-8%
p53ts 39C tox,1%,8%,-3%

(list continues)
#25 CCNC(=O)CC(=O)Nc1ccccc1C(=O)O
#26 O=C(NC1CC(=O)N(c2cccc(F)c2)C1)C1CCCCC1 (stereo unspecified)
#27 COc1ccc(OC)c(CCNC(=O)CS(=O)(=O)Cc2nc(-c3ccc(C)cc3)oc2C)c1
#28 O=C(Cn1cc(S(=O)(=O)c2ccccc2)c(=O)c2cc3c(cc21)OCO3)Nc1ccccc1
#29 COc1cc(OC)cc(-c2nc3nc(C)c(CCC(=O)Nc4ccc(F)cc4F)c(C)n3n2)c1
#30 COc1ccc(-c2noc(CN(C(=O)COc3cc(C)c(Br)c(C)c3)C(C)C)n2)cc1

screen / no.,25,26,27,28,29,30
IkB signaling,-0.7%,?,1.2%,?,5.2%,?
p53ts 32C kill,5%,0%,5%,11%,14%,21%
Imprint erasure,-14%,16%[10.9 µM],-11%,2%[10.9 µM],18%[10.9 µM],-15%[10.9 µM]
p53ts 39C tox,12%,-6%,-15%,-9%,-7%,-19%

#31 Cc1ccc(OCC(=O)NCC2(N3CCN(C)CC3)CCCCC2)cc1
#32 CCCCCn1c(Br)nc2c1c(=O)n(CC(N)=O)c(=O)n2C
#33 Cc1c(Cl)cccc1NC(=O)c1ccc2snnc2c1
#34 CCOc1ccccc1NC(=O)C1CCCN(S(=O)(=O)c2ccc(OC)c(C)c2)C1 (stereo unspecified)
#35 NS(=O)(=O)c1ccc(Nc2nc(-c3ccc(O)cc3)cs2)cc1
#36 CCOc1ccc(C)cc1S(=O)(=O)N1CCCCC1

screen / no.,31,32,33,34,35,36
IkB signaling,1.2%,0.5%,0.5%,0.3%,2.1%,-6.6%
p53ts 32C kill,-11%,2%,-1%,-1%,39%[activator],6%
Imprint erasure,-11%[10.9 µM],-7%,-10%[10.9 µM],8%,4%,-13%
p53ts 39C tox,-16%,0%,-31%,9%,28%,11%

#37 CCOC(=O)C1C(=O)NC(SCC(=O)Nc2nccs2)=C(C#N)C1c1ccccc1OCC (stereo unspecified)
#38 COc1ccc(S(=O)(=O)NCCc2csc(-c3ccc(F)cc3)n2)cc1F
#39 CCn1c(=O)cc(OCC(=O)Nc2cc(Cl)c(OC)cc2OC)c2ccccc21
#40 Cc1cccc(-c2nsc(SCC(=O)Nc3cc(C)on3)n2)c1
#41 CN(C(=O)c1ccc(Cl)cc1)C1=CCCCC1CCC#N (stereo unspecified)
#42 CN1CCN(c2ncc3ncc(=O)n(Cc4ccc(F)cc4)c3n2)CC1

screen / no.,37,38,39,40,41,42
IkB signaling,4.9%,0.2%,?,-2.4%,-0.8%,-2.4%[11.4 µM]
p53ts 32C kill,-2%,0%,-2%,-6%,-2%,6%
Imprint erasure,-6%,-4%[10.9 µM],15%[10.9 µM],-87%[inhibitor],?,-16%
p53ts 39C tox,15%,?,5%,-11%,0%,-2%

#43 COCCCNC(=O)C1CCC(=O)N1Cc1ccccc1Cl (stereo unspecified)
#44 Cc1cc(C)cc(NC(=O)CN2C(=O)c3ccccc3Sc3ccc(C(=O)N4CCCC4)cc32)c1
#45 CC1(C)Cc2c(C#N)c(N)n(-c3ccccc3)c(=O)c2CO1
#46 CCOC(=O)Cc1c(C)c2c(C)[nH]nc2oc1=O
#47 COc1cc(C(=O)Nc2ccccc2-c2nc(-c3ccccc3)no2)cc(OC)c1OC
#48 COc1ccc(CCNC(=O)C2COc3ccccc3C2)cc1OC (stereo unspecified)

screen / no.,43,44,45,46,47,48
IkB signaling,0.6%,?,-0.6%,0.0%,-0.9%,?
p53ts 32C kill,-1%,13%,1%,16%,4%,-2%
Imprint erasure,-21%,-13%[10.9 µM],-5%,-7%,-4%[10.9 µM],-5%[10.9 µM]
p53ts 39C tox,-6%,27%,7%,7%,4%,-8%

#49 CCC(C)(C)NC(=O)CN(C(=O)c1snc(C(N)=O)c1N)c1ccc2c(c1)OCCO2
#50 CCCNC(=O)C1CCN(c2cc(C)nc3c(-c4ccc(OC)c(OC)c4)c(C)nn23)CC1
#51 N#CCSc1nnc(COc2cccc3ccccc23)n1-c1ccccc1
#52 Cn1c(-c2ccc(N)cc2)nc2ccccc21
#53 O=C(NCc1cccnc1)c1ccccn1
#54 O=C(CSc1oc(-c2ccco2)nc1S(=O)(=O)c1ccc(Br)cc1)c1ccc(Cl)cc1

screen / no.,49,50,51,52,53,54
IkB signaling,-0.8%,?,?,0.5%,2.9%,1.6%
p53ts 32C kill,13%,12%,32%[activator],?,0%,5%
Imprint erasure,-11%,-8%[10.9 µM],-15%,-82%[inhibitor],-17%,-7%[10.9 µM]
p53ts 39C tox,-3%,-16%,-9%,?,10%,-20%

#55 CCNc1ncc2nc(-c3cccs3)c(=O)n(CCc3ccccc3)c2n1
#56 O=C(C1CCCN(S(=O)(=O)c2ccc(Cl)cc2)C1)N(Cc1cccs1)C1CC1 (stereo unspecified)
#57 CCC(C(=O)NC1CCC(C)CC1)n1nc(C)c2sc3ccccc3c2c1=O (stereo unspecified)
#58 COc1ccc(-c2[nH]ncc2C(=O)NCc2cccc(Cl)c2)cc1
#59 Cc1ccc(CNC(=O)Cn2c(=O)n(-c3ccccc3)c(=O)c3c2c2cc(C)ccc2n3C)cc1
#60 COc1ccc(CC(=O)N2CC(=O)Nc3ccc(Br)cc3C2c2ccc(F)cc2)cc1OC (stereo unspecified)

screen / no.,55,56,57,58,59,60
IkB signaling,-1.6%[11.4 µM],?,?,-0.8%,0.5%,?
p53ts 32C kill,-4%,13%,-3%,-3%,8%,7%
Imprint erasure,?,-11%,20%[10.9 µM],9%[10.9 µM],-5%[10.9 µM],5%[10.9 µM]
p53ts 39C tox,-5%,-1%,-15%,-17%,9%,4%

#61 CC(C)(C)NC(=O)CSC(=Nc1ccccc1F)NC#N
#62 Cc1ccc(CNC(=O)CN(c2cc(C)cc(C)c2)S(=O)(=O)c2c(C)noc2C)cc1
#63 CC1=C(C(N)=O)C(c2ccc(F)cc2)n2nc(-c3ccccc3Cl)nc2N1 (stereo unspecified)
#64 C[C@@H]1CCC2[C@](C)(CO)C(O)CC[C@@]2(C)[C@@]12CC[C@](CO)(CCO)O2 (stereo partly specified)
#65 C/C(CCN1CCCc2nc(C)c(C)cc21)=N\OC[C@@H](C)[C@H](OCc1ccccc1)C(C)C

screen / no.,61,62,63,64,65
IkB signaling,.,?,0.1%,.,.
p53ts 32C kill,-8%,5%,5%,-1%,5%[9.22 µM]
Imprint erasure,.,-9%[10.9 µM],11%[10.9 µM],26%,.
p53ts 39C tox,21%,14%,-2%,3%,0%[9.22 µM]

Bioassay records from PubChem.
